High-throughput results: PubChem BioAssay, National Center for Advancing Translational Sciences (NCATS)
Rab9 prom act – qHTS Assay for Rab9 Promoter Activators; Potency, µM (titrated, usually from 9.22 µM), inactives show at the top dose activation, negative = inhibition, most hits filed as activators; AID 485297, 2010; Huh7 Rab9 promoter-luciferase reporter, luminescence, 24 h; 320,000 tested, 2.8% active; also: % of control where 0% means no effect; nearly all actives have a fitted effect of over 60% in size
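Cells were plated at 1500 per well in reduced-serum medium with 10% FBS and left 2 h. Compound in DMSO was then added for 24 h at 37 °C. Reporter signal was read by luminescence after 10 min with luciferase detection reagent.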
FLuc modulator – qHTS profiling assay for firefly luciferase inhibitor/activator using purifed enzyme and Km concentrations of substrates (counterscreen for miR-21 project); 360,000 tested, 6.9% active; Potency, µM (series often up to 57.5 µM), for the others: top-dose activity change, negative = inhibition, usual class: inhibitors; AID 588342, 2011; purified FLuc, Km substrates, luminescence inhibition;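 also: plate controls were vehicle for no effect and reference inhibitor for full effect; nearly all actives have a fitted effect of over 55% in size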
Target sequence (P08659 whole entry, looked up): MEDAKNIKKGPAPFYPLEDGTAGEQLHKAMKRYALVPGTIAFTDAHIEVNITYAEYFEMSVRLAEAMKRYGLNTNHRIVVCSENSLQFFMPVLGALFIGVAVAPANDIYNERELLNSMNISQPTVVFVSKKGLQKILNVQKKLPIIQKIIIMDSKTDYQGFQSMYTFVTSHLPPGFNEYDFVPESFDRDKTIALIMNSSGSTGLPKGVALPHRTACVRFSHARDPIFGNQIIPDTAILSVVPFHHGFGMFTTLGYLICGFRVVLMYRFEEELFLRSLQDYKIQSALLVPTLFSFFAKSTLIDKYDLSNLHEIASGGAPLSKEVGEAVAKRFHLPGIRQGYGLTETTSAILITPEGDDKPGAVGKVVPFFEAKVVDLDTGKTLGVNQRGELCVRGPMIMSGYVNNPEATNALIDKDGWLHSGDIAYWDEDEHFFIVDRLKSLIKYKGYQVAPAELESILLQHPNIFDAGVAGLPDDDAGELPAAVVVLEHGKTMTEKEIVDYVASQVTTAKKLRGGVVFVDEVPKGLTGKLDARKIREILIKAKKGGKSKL
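Purified P. pyralis luciferase, 10 nM final, with Km-level 10 uM D-luciferin and 10 uM ATP in 50 mM Tris acetate pH 7.5, 10 mM Mg acetate, 0.01% Tween-20, 0.05% BSA; 6-point qHTS titration about 60 µM downward; luminescence read.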
uPA surface inh – qHTS for Inhibitors of Cell Surface uPA Generation | cell surface uPA generation assay, qHTS | Potency, µM (top dose mostly 38.3 µM), for the others: top-dose activity change, negative = inhibition, hits mostly inhibitors | 330,000 tested, 0.31% active | AID 540303, 2011; active = well fitted inhibition curve with a large enough effect; inconclusive = small, poorly fitted or top-dose-only effect; inactive = no such curve, though single readings can be large or run the other way; tested in mouse RAW 264.7 cells; also: % is scaled to controls: 0 for no effect and ±100 for the full control effect; nearly all actives have a fitted effect of over 55% in size
BRCA1 expr up – qHTS Assay to Identify Small Molecule Activators of BRCA1 Expression. MCF7-BRCA1-FFLuc reporter, luminescence, 48 h; response scale: scaled: vehicle 0%, 10 µM genistein 100%. 380,000 tested, 1.1% active. Potency, µM (doses to about 46.1 µM), inactives show at the top dose activation, hits mostly activators; also: nearly all actives have a fitted effect of over 80% in size; some results filed as inactive show a strong effect at the top dose
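First, MCF7-BRCA1-FFLuc cells (2000/well) attach for 2 h; next, compounds are pin-added and incubated 48 h at 37 °C; finally, luciferase reagent is added and luminescence read after 15 min.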
RORgamma inh – qHTS for inhibitors of ROR gamma transcriptional activity; 310,000 tested, 5.4% active; Nuclear receptor ROR-gamma (Mus musculus), P51450; Drosophila S2 Gal4-RORgamma UAS-luciferase reporter, 20 h; Potency, µM (doses to about 53.6 µM), for the others: top-dose activity change, negative = inhibition, actives largely listed as inhibitors; also: % is scaled to controls: 0 for no effect and ±100 for the full control effect; nearly all actives have a fitted effect of over 60% in size
Target sequence (P51450 whole entry, looked up, the tested form may be a part): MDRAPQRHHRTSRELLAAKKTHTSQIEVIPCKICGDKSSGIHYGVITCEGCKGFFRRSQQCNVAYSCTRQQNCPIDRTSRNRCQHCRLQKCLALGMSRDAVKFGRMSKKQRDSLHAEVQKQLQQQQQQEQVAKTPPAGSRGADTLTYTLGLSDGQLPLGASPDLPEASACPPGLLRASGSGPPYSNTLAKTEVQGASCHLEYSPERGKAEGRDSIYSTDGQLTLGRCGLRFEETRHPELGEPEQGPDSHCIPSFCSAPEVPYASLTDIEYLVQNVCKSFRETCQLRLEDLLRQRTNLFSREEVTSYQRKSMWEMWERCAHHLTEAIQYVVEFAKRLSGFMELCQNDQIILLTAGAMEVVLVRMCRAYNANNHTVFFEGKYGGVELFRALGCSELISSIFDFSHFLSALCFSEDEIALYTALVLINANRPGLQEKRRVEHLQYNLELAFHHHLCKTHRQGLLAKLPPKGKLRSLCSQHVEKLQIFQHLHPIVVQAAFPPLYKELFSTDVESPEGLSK
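Luciferase reporter read in Schneider cells carrying Gal4-RORγ (mouse) and UAS-Photinus luciferase; cells given compound 1 h before 700 uM copper sulfate induction, then incubated 20 h at ambient temperature.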
ELG1 genotoxic – qHTS screen for small molecules that induce genotoxicity in human embryonic kidney (HEK293T) cells expressing luciferase-tagged ELG1. Potency, µM (series often up to 46 µM), without a hit: at the top dose activity change, positive = activation, most hits filed as activators. 330,000 tested, 1.3% active. HEK293T ELG1-luciferase reporter, luminescence, 16 h; also: % of control where 0% means no effect; nearly all actives have a fitted effect of over 60% in size
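Quantitative HTS format in 1536-well plates. HEK293T ELG1-luciferase reporter cells receive test compound and are incubated 16 hr at 37 °C, 5% CO2; ONE-Glo added, 30 min room temperature, then luminescence read.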
p53 reactivator – qHTS assay for re-activators of p53 using a Luc reporter; H1299 p53-A138V BP100-luciferase reporter, luminescence, 24 h; Potency, µM (titrated, usually from 92.2 µM), without a hit: at the highest dose activity change, positive = activation, actives largely listed as activators; 320,000 tested, 0.063% active; also: % of control where 0% means no effect; nearly all actives have a fitted effect of over 45% in size
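H1299 (p53-null), stable ts p53-A138V + BP100-Luc; 1000 cells/well, Opti-MEM/10% FBS; cpd 4 pt, 1:5; 24 h, 37 deg C, 5% CO2; detection reagent 10 min RT; luminescence.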
Gal4-VP16 FLuc – VP16 counterscreen qHTS for inhibitors of ROR gamma transcriptional activity | Drosophila S2 Gal4-VP16 UAS-luciferase, luminescence, 20 h | Potency, µM (doses to about 53.6 µM), without a hit: top-dose activity, negative = inhibition, hits mostly inhibitors | 310,000 tested, 3.5% active;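 also: Gal4-VP16 expression switched on by copper sulfate through the metallothionein promoter; % is scaled to controls: 0 for no effect and ±100 for the full control effect; nearly all actives have a fitted effect of over 50% in size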
NPC1 promoter act – qHTS Assay for NPC1 Promoter Activators; Potency, µM (series often up to 9.22 µM), inactives show top-dose activation, actives largely listed as activators; AID 485313, 2010; 320,000 tested, 2.4% active; Huh7 NPC1 promoter luciferase reporter, 24 h;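 also: % of control where 0% means no effect; nearly all actives have a fitted effect of over 60% in size; reporter is driven by a mutant NPC1 promoter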
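NPC1 promoter–luciferase Huh7 cells; 24 h compound; luminescence.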
MBNL1-CUG inh – qHTS Assay for Inhibitors of MBNL1-poly(CUG) RNA binding. Muscleblind-like protein 1 (Homo sapiens), Q9NR56. Potency, µM (highest dose often 57.5 µM), for the others: at the top dose activity change, negative = inhibition, most hits filed as inhibitors. 280,000 tested, 0.036% active. TR-FRET MBNL1-His/biotin-(CUG)12 binding, 665/545 ratio; active = well fitted inhibition curve with a large enough effect in the signal ratio, with a control signal flat, not every such curve was filed as active; inconclusive = small, poorly fitted or top-dose-only effect, or effect the other way, or a change in a side signal; inactive = no such curve, though single readings can be large or run the other way; the % refers to the signal ratio; also: % is scaled to controls: 0 for no effect and ±100 for the full control effect
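TR-FRET between His-tagged MBNL1 and biotin-(CUG)12 RNA, detected with Tb anti-His antibody (0.055 ng/ul) and streptavidin-XL665 (5 nM), 60 min at room temperature. Compounds titrated 92 nM to 58 uM; 665/545 nm ratio normalized to buffer and complex controls.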
* marks the source's active call; other numbers are inactive results; ? = inconclusive; / = no result given; & = joins results of further samples; [ ] = dose if it differs, or a comment. Unless noted, calls follow the shape of the dose curve; as a rule, active = well fitted curve in the direction sought with a large enough effect; inconclusive = small, poorly fitted or top-dose-only effect, or another doubt; inactive = no such curve, though single readings can be large; an effect the other way counts as inactive or inconclusive. Potency is read from the fitted curve at half-maximal effect.

no.	molecule	Rab9 prom act	FLuc modulator	uPA surface inh	BRCA1 expr up	RORgamma inh	ELG1 genotoxic	p53 reactivator	Gal4-VP16 FLuc	NPC1 promoter act	MBNL1-CUG inh
1	Cc1csc(OCc2ccc(C#N)cc2)n1	3%	4%	/	0%	0%	-2%	8%	4%	-3%	-10%
2	O=C(NCCc1ccc(Cl)cc1)c1nnc(Cc2ccc(Cl)cc2)o1	2%	3%	15%	0%	-1%	0%	-2%	-4%	-3%	-3%
3	COc1ccc(C(=O)NNC2=NC(C)(C)Cc3cc(C)c(C)cc32)cc1	-1%	-2%	-1%	-24%	-3%	-1%	2%	7%	1%	?
4	CCSc1ccc(-c2nn(-c3ccccc3)cc2/C=C(/C#N)C(=O)NCCCOC)cc1	-8%	0%	0%	-30%	-24%	7%	-9%	-20%	-8%	1%
5	CCC1(CC)NC(=O)N(CC(=O)OCC(=O)Nc2ccccc2OC(F)F)C1=O	-5%	4%	2%	-2%	/	0%	-7%	/	2%	/
6	CC(C)CCOc1ccc(C(=O)CCNC(C)C(=O)O)cc1 (stereo not given)	-4%	3%	/	/	-2%[0.365 µM]	8%	14%	/	2%	-4%
7	O=C(CSCc1ccc(Cl)cc1)Nc1ccc(O)cc1C(=O)O	-1%	-8%	2%	30%	-11%	-2%	-3%	5%	1%	-14%
8	Cc1c(NC(=S)NC(=O)c2cccc([N+](=O)[O-])c2)c(=O)n(-c2ccccc2)n1C	1%	-1%	0%	12%	-13%	0%	18%	0%	-1%	?
9	CCCCN(C(=O)COC(=O)c1nc2nccc(C)n2n1)C1CCS(=O)(=O)C1 (stereo not given)	-1%	-3%	-3%	18%	/	1%	8%	/	-1%	/
10	O=C(COc1nsnc1N1CCOCC1)Nc1ccc(Cl)cc1	-1%	-7%	1%	-28%	4%	-1%	6%	-4%	-4%	-5%
11	COCc1cc(=O)[nH]c(=S)[nH]1	3%	4%	-1%	-8%	-16%	2%	2%	-2%	-3%	0%
12	Cc1cccc(NC(=O)N(Cc2cc3cc(C)ccc3[nH]c2=O)CC2COCCO2)c1 (stereo not given)	1%	-5%	/	-35%	?	-8%	-5%	?	-7%	1%
13	COCC(=O)N(C)c1nnc(-c2cnc(C)cn2)s1	?	-3%	-7%	74%	23%	7%	?	11%	27%	?
14	S=c1[nH]nc(Cc2ccccc2)n1Cc1ccco1	0%	1%	/	0%	14µM*	-3%	4%	13µM*	1%	-4%
15	Cc1[nH][nH]c(=O)c1N=Nc1ccc(Cl)cc1	-8%	-12%	7%	-15%	-31%	-7%	4%	-2%	-5%	?

no.	molecule	Rab9 prom act	FLuc modulator	uPA surface inh	BRCA1 expr up	RORgamma inh	ELG1 genotoxic	p53 reactivator	Gal4-VP16 FLuc	NPC1 promoter act	MBNL1-CUG inh
16	O=C(NCCN1CCN(C(=O)c2ccc([N+](=O)[O-])cc2)CC1)C(=O)NCc1ccccc1	1%	0%	2%	0%	-1%	0%	-5%	14%	-1%	?
17	CCc1ccc(N(CC(=O)N2CCCCCC2)S(C)(=O)=O)cc1	0%	7%	2%	-1%	/	-5%	/	/	1%	-7%
18	O=C(N/N=C/c1cn[nH]c1-c1ccc(F)cc1)c1ccncc1	-4%	-19%	5%	14%	-13%	1%	-4%	-9%	-4%	/
19	CN1CCC(N(C)S(=O)(=O)c2ccc(NC(=O)COc3ccc(Br)cc3Cl)cc2)CC1	1%	?	-10%	-78%	/	27%	15%	/	-1%	/
20	COC(=O)c1cc(S(=O)(=O)NCc2ccccc2)c[nH]1	1%	7%	-10%	6%	12%	3%	/	-4%	2%	-3%
21	O=C1CCCc2c1nc(-c1ccc(F)cc1)n2O	1%	5%	6%	-3%	-19%	2%	-1%	-3%	-4%	-1%
22	CCOC(=O)C1CN(S(=O)(=O)c2ccc(C)cc2)C1	17%	3%	1%	4%	3%	1%	4%	0%	18%	-1%
23	Cc1nc2sc(C(c3ccccc3)N3CCN(c4ccccc4F)CC3)c(O)n2n1 (stereo not given)	-6%	-3%	4%	-17%	-31%[0.365 µM]	1%	8%	/	2%	0%
24	CCC1CCCCN1CCCNC(=O)c1ccc(CS(=O)(=O)c2ccccc2C)o1 (stereo not given)	4%	2%	-5%	-22%	9%	-2%	-4%	6%	2%	0%
25	COc1cccc(CNC(=O)CCC2CCCN(c3cc(C)nc(N4CCCC4)n3)C2)c1 (stereo not given)	9%	-1%	2%	-29%	3%	-7%	-4%	-6%	-4%	-5%
26	CC(=O)C1C(c2ccccc2Cl)NC(=O)NC1(O)C(F)(F)F (stereo not given)	-5%	0%	3%	0%	-18%	6%	-6%	-5%	-1%	0%
27	Cn1c(=O)oc2cc(S(=O)(=O)NC3CCCCCCC3)ccc21	1%	1%	-4%	-36%	20%	0%	-20%	0%	1%	0%
28	O=c1c(Cl)c(NCC2CCCO2)cnn1C12CC3CC(CC(C3)C1)C2 (stereo not given)	-6%	2%	5%	8%	3%	30%	2%	3%[10 µM]	-3%	19%
29	Cc1ccc(NC(=O)CN(C)C(=O)COC(=O)[C@@H](NC(=O)c2ccccc2F)C(C)C)cc1	/	/	4%	-12%	/	13%	5%	/	/	/
30	CCC1(CC)Cc2ccccc2-c2nc(CN(C)C)[nH]c(=O)c21	1%	-1%	-2%	-27%	6.3µM*	-6%	-2%	7.1µM*	-1%	-3%

cpd | compound | Rab9 prom act | FLuc modulator | uPA surface inh | BRCA1 expr up | RORgamma inh | ELG1 genotoxic | p53 reactivator | Gal4-VP16 FLuc | NPC1 promoter act | MBNL1-CUG inh
31 | Cc1cc(C)cc(Oc2coc3cc(O)ccc3c2=O)c1 | -2% | 3% | 2% | 4% | -40% | 1% | / | -9% | 1% | 4%
32 | O=C(N/N=C/c1ccc([N+](=O)[O-])o1)c1cn(-c2ccccc2)nc1-c1ccccc1 | 3% | -2% | 6% | -34% | ? | 0% | 12% | ? | 1% | 0%
33 | COc1ccc(-c2c(C(F)(F)F)oc3cc(OCC(=O)Nc4ccccc4C(F)(F)F)ccc3c2=O)cc1OC | -6% | 0% | 4% | -39% | ? | 11% | -16% | ? | -6% | -1%
34 | CCOc1ccc(/C(O)=C2\C(=O)C(=O)N(CCOCCO)C2c2ccccc2OC)cc1 (stereo not given) | 0% | 0% | / | 1% | -1% | 1% | 2% | -1% | 0% | ?
35 | Nc1nonc1-c1nc2ccccc2n1Cc1ccc(F)cc1 | -5% | 0% | -11% | -82%[inhibitor] | -30% | -2% | -26% | -8% | 2% | 2%
36 | C=CCOC(=O)c1ccc(N2CCN(c3ccccc3)CC2)nc1 | 21% | 17µM* | 3% | 0% | 32% | 4% | 17% | -12% | 23% | -2%
37 | COc1ccc(-c2noc(C(C)NS(=O)(=O)c3ccc(NC(C)=O)cc3)n2)cc1 (stereo not given) | -2% | -1% | 1% | -1% | 38% | -8% | -3% | 1% | -4% | -1%
38 | Cc1ccc(S(=O)(=O)N(C)c2c(C)ccc(S(N)(=O)=O)c2C)cc1 | 1% | 0% | / | -2% | 1% | -6% | -4% | 12% | 0% | 1%
39 | Cc1nn(Cc2ccc(Cl)cc2)c(C)c1NC(=O)c1noc2c1CCc1ccccc1-2 | 3% | -1%&-1% | 9% | -45% | ? | -16% | -1% | -20% | -1% | -9%
40 | O=C(NC(Cc1ccccc1)C(=O)O)C1CCCCC1 (stereo not given) | 7% | -1% | 2% | 29% | -4% | 3% | ? | -12% | 0% | ?
41 | CCOc1cc(NC(=O)C2CC2)c(OCC)cc1NC(=O)c1cc(OC)c(OC)c(OC)c1 | 5% | 1% | -3% | -7% | -23% | 3% | -1% | -1% | -4% | -1%
42 | N/C(=N\OC(=O)Cc1cccs1)c1ccc([N+](=O)[O-])cc1 | -1% | ? | 1% | 47% | 31% | 10% | ? | 15% | 2% | ?

4 compounds out of the list, sorted by count of non-hydrogen atoms, low to high.
cpd | compound | Rab9 prom act | FLuc modulator | uPA surface inh | BRCA1 expr up | RORgamma inh | ELG1 genotoxic | p53 reactivator | Gal4-VP16 FLuc | NPC1 promoter act | MBNL1-CUG inh
36 | C=CCOC(=O)c1ccc(N2CCN(c3ccccc3)CC2)nc1 | 21% | 17µM* | 3% | 0% | 32% | 4% | 17% | -12% | 23% | -2%
37 | COc1ccc(-c2noc(C(C)NS(=O)(=O)c3ccc(NC(C)=O)cc3)n2)cc1 (stereo not given) | -2% | -1% | 1% | -1% | 38% | -8% | -3% | 1% | -4% | -1%
32 | O=C(N/N=C/c1ccc([N+](=O)[O-])o1)c1cn(-c2ccccc2)nc1-c1ccccc1 | 3% | -2% | 6% | -34% | ? | 0% | 12% | ? | 1% | 0%
41 | CCOc1cc(NC(=O)C2CC2)c(OCC)cc1NC(=O)c1cc(OC)c(OC)c(OC)c1 | 5% | 1% | -3% | -7% | -23% | 3% | -1% | -1% | -4% | -1%
